From PubChem BioAssay
Eya2 phos inh: qHTS Assay for Inhibitors of the Phosphatase Activity of Eya2 | Potency, µM (top dose mostly 76.9 µM), for the others: at the highest dose activity, negative = inhibition, actives largely listed as inhibitors | Protein phosphatase EYA2 (Homo sapiens), O00167 | recombinant Eya2, OMFP fluorescence dephosphorylation (OMFP is methylfluorescein phosphate) | 0.006% of 330,000 active; note: potency is the fitted concentration of half-maximal effect; % is set by controls: 0 for no effect and ±100 for the full control effect
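Eya2 (0.2 uM) preincubated 10 min at ambient with compound, then OMFP substrate added at 50 uM; 10 min reaction in 50 mM HEPES pH 7.5, 50 mM NaCl, 5 uM MgCl2, 0.05% BSA, 1 mM DTT. Fluorescence read at Ex 485/Em 525 nm.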
TCR activator: Activators of T cell receptors: qHTS campaign. 330,000 tested, under 10 active. Potency, µM (highest dose often 9.22 µM), inactives show at the highest dose activation of IL-2 secretion, most hits filed as activators. primary human leukocytes, anti-CD3, IL-2 HTRF, 48 h; note: % of control where 0% means no effect
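Compounds are tested in HTS on primary human leukocytes co-incubated with a-CD3 beads for 48 hr. IL-2 output is measured by time-resolved FRET.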
a7 integrin act: qHTS for Activators of Integrin-Mediated Alleviation for Muscular Dystrophy | alpha7betagal myoblasts, beta-gal FDG fluorescence, 48 h | Potency, µM (titrated, usually from 38.3 µM), without a hit: top-dose activation, most hits filed as activators | 0.064% of 350,000 active | AID 624291, 2012;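 note: potency is the fitted concentration of half-maximal effect; 100% = response of the positive control SU9516; nearly all actives have a fitted effect of over 60% in size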
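Alpha7betagal+/- myoblasts (passage 13) were plated 16-24 hr, then exposed to compounds (1:260 dilution of DMSO stock) for 48 hours at 37C. After MPER lysis, β-galactosidase reporter activity was read as FDG fluorescence (ex 480/em 540) after 30 minutes.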
TSHR antagonist: Antagonists of the Thyroid Stimulating Hormone Receptor: HTS campaign | Thyrotropin receptor (Homo sapiens), P16473 | TSHR-expressing cells, TSH-stimulated cAMP HTRF, 2 h; stronger effect = lower value | activity change, negative = inhibition, % at 11.5 µM | 0.2% of 330,000 active | AID 504810, 2011;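 active = activity change below a set negative limit, meaning inhibition stronger than a set level, cut at about -70% in these data; inconclusive = activity change between two set negative limits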; note: % is set by controls: 0 for no effect and ±100 for the full control effect
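Cell-based HTRF cAMP assay; TSHR cells + compound, TSH EC80 (4nM final), 2 h, 37 deg C. Lysis with anti-cAMP cryptate and cAMP-d2, 30 min RT, read 665/620 nm.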
ELG1 repair inh: qHTS screen for small molecules that inhibit ELG1-dependent DNA repair in human embryonic kidney (HEK293T) cells expressing luciferase-tagged ELG1; AID 504467, 2011; Potency, µM (titrated, usually from 46.1 µM), for inactives: at the top dose activity change, negative = inhibition, hits mostly inhibitors; HEK293T ELG1-luciferase reporter, luminescence, 16 h; DNA damage induced by 5-fluorouridine; 2.3% of 330,000 active; note: potency is the fitted concentration of half-maximal effect; % is set by controls: 0 for no effect and ±100 for the full control effect; nearly all actives have a fitted effect of over 55% in size
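HEK293T cells expressing luciferase-tagged ELG1 (2,000/well) received 5-Fluorouridine plus compound or DMSO for 16 hr at 37 °C. Luciferase was read by ONE-Glo luminescence after 30 min at room temperature.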
Mito fusion yeast: qHTS Assay for Small Molecule Inhibitors of Mitochondrial Division or Activators of Mitochondrial Fusion; S. cerevisiae fusion-defective mutant growth rescue, CellTiterGlo 48 h; Potency, µM (top dose mostly 46.1 µM), inactives show at the top dose growth rescue (activation), usual class: activators; 0.23% of 320,000 active; AID 485298, 2010;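 note: potency is the fitted concentration of half-maximal effect; % of control where 0% means no effect; nearly all actives have a fitted effect of over 45% in size; temperature-sensitive fusion mutants such as fzo1-1 at 37 °C on non-fermentable ethanol glycerol medium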
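Temperature-sensitive fusion-defective S. cerevisiae (e.g. fzo1-1, mgm1-5) were grown with compound in YPEG medium (3% ethanol, 3% glycerol) for 48 hours at 37C. Growth rescue was measured as viability by CellTiterGlo luminescence after 10 minutes at ambient.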
Chronic BCR inh: qHTS Assay to Find Inhibitors of Chronic Active B-Cell Receptor Signaling; ABC-DLBCL IkBa-CBG/CBR reporter, luminescence ratio, 4 h; Potency, µM (top dose mostly 46.1 µM), for inactives: at the top dose ratio change, negative = lower green/red ratio, most hits filed as inhibitors; 0.05% of 340,000 active; active = well fitted inhibition curve with a large enough effect in the signal ratio, with a control signal flat, not every such curve was filed as active; inconclusive = small, poorly fitted or top-dose-only effect, or effect the other way, or a change in a side signal; the % refers to the signal ratio;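 note: potency is the fitted concentration of half-maximal effect; plate controls were basal doxycycline-induced cells for no effect and cells given 10 µM MG132 for full effect; MG132 reads +100%, hits lower the ratio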
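TMD8 human ABC-DLBCL cells with doxycycline-inducible IκBα–green luciferase fusion and unfused red luciferase, in 0.5% FBS medium; compounds up to 46 uM, 4 h at 37C. Green/red luminescence ratio, filter-overlap corrected, fitted to concentration-response curves.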
AT treatment: qHTS Assay for Identifying a Potential Treatment of Ataxia-Telangiectasia; 0.19% of 320,000 active; […] A-T fibroblasts, KAP-1 phosphorylation AlphaLISA; neocarzinostatin DNA damage 30 min before lysis; Potency, µM (top dose mostly 57.5 µM), for the others: at the top dose activation, hits mostly activators; note: potency is the fitted concentration of half-maximal effect; % of control where 0% means no effect; nearly all actives have a fitted effect of over 45% in size
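hTERT-immortalized A-T patient fibroblasts ([…]), 500 cells/well in OPTI-MEM, 1% FBS, got compounds for 60 min, then NCS for 30 min at 37C. Lysates were then assayed for phospho-KAP-1 by AlphaLISA (anti-pKAP1 donor, anti-KAP1 acceptor beads), 6 hr at 25C.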
ASM inhibitor: Inhibitors of Secretory Acid Sphingomyelinase (S-ASM): qHTS; Sphingomyelin phosphodiesterase (Homo sapiens), P17405; placental ASM, HMU-PC fluorogenic substrate, 60 min; Potency, µM (doses to about 57.5 µM), inactives show at the top dose activity change, negative = inhibition, usual class: inhibitors; 0.006% of 340,000 active; AID 504937, 2011; note: potency is the fitted concentration of half-maximal effect
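qHTS format. ASM enzyme prepared from human placenta hydrolyses the fluorogenic substrate HMU-PC0 (9 uM final) over 60 min at 37 °C after a 10 min compound preincubation.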
Tb PFK block: qHTS Assay to Find Inhibitors of T. brucei phosphofructokinase | ATP-dependent 6-phosphofructokinase (Trypanosoma brucei brucei), O15648 | T. brucei PFK, ADP-Glo luminescence | Potency, µM (highest dose often 57.5 µM), inactives show at the top dose activity, negative = inhibition, usual class: inhibitors | 0.17% of 330,000 active | AID 485367, 2010;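 note: potency is the fitted concentration of half-maximal effect; 0% = uninhibited 1x PFK enzyme wells and -100% = no-enzyme wells; nearly all actives have a fitted effect of over 60% in size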
Target sequence (O15648 whole entry, looked up): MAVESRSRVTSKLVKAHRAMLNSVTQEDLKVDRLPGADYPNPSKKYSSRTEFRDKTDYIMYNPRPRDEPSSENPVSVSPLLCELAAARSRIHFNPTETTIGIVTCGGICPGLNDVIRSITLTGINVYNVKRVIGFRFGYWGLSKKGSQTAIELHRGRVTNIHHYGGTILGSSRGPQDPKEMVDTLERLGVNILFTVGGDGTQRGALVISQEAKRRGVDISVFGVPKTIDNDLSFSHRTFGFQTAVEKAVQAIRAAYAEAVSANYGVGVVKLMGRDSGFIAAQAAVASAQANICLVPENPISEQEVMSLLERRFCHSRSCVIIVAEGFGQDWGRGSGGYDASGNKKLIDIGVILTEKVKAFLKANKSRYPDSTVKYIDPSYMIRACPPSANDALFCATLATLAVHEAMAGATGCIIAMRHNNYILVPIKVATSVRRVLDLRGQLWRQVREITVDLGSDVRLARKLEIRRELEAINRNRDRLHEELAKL
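Activity is normalized to no-enzyme wells (full inhibition) and 1.25 nM enzyme wells (no inhibition). Reaction: 0.5 mM F6P, 0.1 mM ATP, 45 min RT, ADP-Glo luminescence; concentration-response curves fitted and classed by quality.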
TSG101-PTAP inh: qHTS Assay for Iinhibitors of HIV-1 Budding by Blocking the Interaction of PTAP/TSG101; 340,000 tested, under 10 active; Tumor susceptibility gene 101 protein (Homo sapiens), Q99816; Potency, µM (titrated, usually from 115 µM), for the others: at the top dose activity change, negative = inhibition, hits mostly inhibitors; Fluorescence polarization, FITC-PTAP peptide / Tsg101 binding; active = well fitted inhibition curve with a large enough effect in the main read-out, with a control signal flat, not every such curve was filed as active; inconclusive = small, poorly fitted or top-dose-only effect, or effect the other way, or a change in a side signal; inactive = no such curve, though single readings can be large or run the other way; note: potency is the fitted concentration of half-maximal effect; % of control where 0% means no effect
Target sequence (Q99816 whole entry, looked up): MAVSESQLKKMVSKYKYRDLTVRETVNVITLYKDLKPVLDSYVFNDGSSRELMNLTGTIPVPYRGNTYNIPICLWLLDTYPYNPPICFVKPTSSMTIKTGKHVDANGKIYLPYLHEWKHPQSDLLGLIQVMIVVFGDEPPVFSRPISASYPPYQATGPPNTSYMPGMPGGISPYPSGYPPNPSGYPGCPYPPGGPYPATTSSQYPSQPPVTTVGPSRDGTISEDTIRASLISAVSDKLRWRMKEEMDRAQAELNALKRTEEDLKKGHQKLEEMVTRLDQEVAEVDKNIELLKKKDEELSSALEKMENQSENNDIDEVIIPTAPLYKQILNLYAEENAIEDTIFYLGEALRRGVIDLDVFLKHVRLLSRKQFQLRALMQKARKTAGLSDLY
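Compounds were pin-transferred onto Tsg101 binding domain (10 uM final) in HEPES pH 7.5 buffer, then FITC-PTAP peptide was added at 50 nM final. After 20 min at RT, polarization reported peptide displacement across a qHTS concentration series.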
Active calls of the source: *; ? = inconclusive; . = no result given; [ ] = dose if it differs, or a comment. Unless noted, calls come from the whole dose curve; as a rule, active = well fitted curve in the direction sought with a large enough effect; inconclusive = small, poorly fitted or top-dose-only effect, or another doubt; inactive = no such curve, though single readings can be large; an effect the other way counts as inactive or inconclusive.

compound,Eya2 phos inh,TCR activator,a7 integrin act,TSHR antagonist,ELG1 repair inh,Mito fusion yeast,Chronic BCR inh,AT treatment,ASM inhibitor,Tb PFK block,TSG101-PTAP inh
CCCN1Cc2cccc(C(=O)NC(CC(=O)OCC)c3ccc(OCC)c(OC)c3)c2C1=O (stereo not given),6%,1%,-1%,-3,-15%,-1%,0%,2%,-3%,3%,-6%
O=C(O)c1ccc(CSc2nc3ccccc3c(=O)n2-c2ccccc2)cc1,3%,-8%,-6%,-11,3%,5%,?,-8%,3%,4%,-7%
Cc1cnc(C(=O)Oc2c(C)ccc(C)c2C)cn1,-1%,0%,-9%,9,7%,3%,?,0%,3%,-1%,-9%
Cc1cccc(N=Cc2c(O)cc(C)oc2=O)c1,1%,2%,17%,-23,-19%,-4%,1%,4%,5%,-2%,-2%
O=C(CSc1nnc(-c2ccc(Cl)cc2)o1)N1CCOCC1,1%,-2%,0%,7,?,9%,1%,6%,-21%,-1%,-4%
CCc1nnc(NC(=O)CSc2nnc(-c3ccoc3C)n2-c2ccccc2)s1,9%,7%,0%,-9,9%,-2%,0%,5%,-2%,5%,0%
CC/C(=N\NC(=O)c1c(C)nc2ccccn12)c1ccccc1,1%,-3%,-23%,3,-10%,-3%,-9%,-3%,-1%,-1%,-1%
CC(C)Cc1cc(CN2CCC(CO)(Cc3cccc(C(F)(F)F)c3)CC2)[nH]n1,-6%,4%,-55%[inhibitor],25,5%,-2%,?,4%,-1%,-7%,1%
COc1ccc(OCCCC(=O)OCC(=O)c2ccc3c(c2)NC(=O)CO3)cc1,-6%,11%,?,-5,9%,-3%,10%,0%,-2%,-1%,-2%
CCOC(=O)c1sc(-c2cccc(C(F)(F)F)c2)nc1O,0%,-3%,-10%,-6,-13%,-9%,?,5%,23%,5%,-10%
COc1ccc(Cc2[nH]n3c(=O)cc(C(C)C)nc3c2-c2ccccc2)cc1,1%,-4%,-27%,-14,8.2µM*,-6%,-3%,-3%,-8%,-2%,1%
COc1ccccc1NC(=O)/C=C/c1ccc2c(c1)OCO2,4%,-7%,-10%,-2,?,-4%,?,2%,-4%,-2%,3%
O=c1cc(N2CCN(c3ccccc3)CC2)[nH]c(=O)n1-c1ccccc1Cl,-1%,-2%,0%[7.66 µM],-16,?,1%,2%,1%,-2%,-1%,-3%
COc1ccc(-c2nnc(NC(=O)C3CC3)o2)cc1,-13%,.,-46%,2,?,-5%,-12%,0%,1%,1%,-4%
O=C(CSc1nnc2c(n1)[nH]c1ccccc12)OCc1ccccc1,7%,8%[46.1 µM],13%,-13,-14%,2%,8%,.,-1%,-4%,-1%
CCOP(=O)(OCC)C(Nc1ccccc1)c1ccccc1C(F)(F)F (stereo not given),-6%,-2%,15%,-5,?,0%,-8%,1%,2%,2%,-6%
COc1ccc(C(CNC(=O)c2cccc(S(=O)(=O)NCc3ccccc3)c2)N(C)C)cc1 (stereo not given),-1%,1%,-11%,0,14%,1%,-3%,0%,-1%,0%,2%
COc1cccc(-c2nc(CS(=O)(=O)CC(=O)NCCc3ccccc3)c(C)o2)c1,-5%,0%,1%,15,4.6µM*,11%,-13%,-2%,-4%,-25%,-6%
O=S(=O)(NC1CCCCC1N1CCCCC1)c1ccccc1 (stereo not given),5%,8%,-17%,6,?,-13%,6%,9%,0%,-1%,-5%
Cc1nc2scc(C)n2c(=O)c1S(=O)(=O)N1CCN(c2ccccc2)CC1,4%,-3%,3%,4,-8%,2%,-19%,7%,-4%,4%,-4%
CC(=O)N1CCc2cc(S(=O)(=O)NCCCN3CCC(C)CC3)ccc21,8%,5%,30%,-7,-1%,0%,-1%,2%,-1%,2%,-1%
c1ccc(-c2nc(NCCCn3ccnc3)c3ccccc3n2)cc1,-5%,-7%,-7%,-8,?,-5%,?,1%,4%,0%,-2%
O=C1CCCC(=O)C1C(c1ccc(Cl)cc1)C1C(=O)CCCC1=O,0%,-5%,17%,-8,23%,-7%,2%,7%,1%,-1%,0%
COc1cc(SC)ccc1C(=O)N1CCN(c2ccccc2F)CC1,1%,0%,-20%,-2,-7%,8%,?,2%,-1%,1%,-4%
COCCn1c(C)cc(/C=C(\C#N)C(=O)OC(C)C(=O)Nc2ccc(NC(C)=O)cc2)c1C (stereo not given),-10%,-3%,-4%,-9,-3%,0%,-13%,15%,240%[activator],-4%,6%
CCc1ccccc1NC(=O)c1ccc(-n2c(C)ccc2C)cc1,-7%,-3%,-55%[inhibitor],-2,-29%,-2%,-2%,-1%,0%,6%,12%
Cc1ccc(-n2cccn2)c(CN2CCCC(C(=O)c3sccc3C)C2)c1 (stereo not given),7%,13%,-78%[inhibitor],-5,16µM*,3%,-4%,6%,1%,-3%,-1%
COc1ccc(NC(=O)Cc2nnc(SCC(=O)Nc3ccccc3)n2C)cc1,11%,-6%,1%,-4,7%,?,-4%,-1%,13%,-2%,-2%
Cc1ccc(C)c(NC(=S)NNC(=S)Nc2ccc(C(C)C)cc2)c1,-8%,.,34%,-17,?,6%,-6%,4%,-2%,7%,-5%
O=C1CCCC2=C1C(c1ccc(O)c(O)c1)c1c(ccc3ncccc13)N2 (stereo not given),-6%,3%,-25%,32,?,0%,?,-5%,5%,-23%,-2%
CCOC(=O)c1ccc(NC(=O)CSc2nc(N3CCOCC3)nc(N3CCOCC3)n2)cc1,15%,-7%,?,-17,?,1%,0%,2%,-1%,-1%,-1%
C=CCn1c(SCC(=O)c2ccc(O)c(O)c2)nnc1-c1ccc(C)cc1,0%,-4%,35%,-14,-4%,-7%,?,-12%,22%,-5%,-2%
O=C(CCCN1CCC(C(=O)c2ccc(F)cc2)CC1)c1ccc(F)cc1,-11%,32%,-31%,-9,3%,-12%,0%,0%,-2%,-1%,-2%
COc1ccccc1-c1noc(-c2ccccc2C(=O)NCc2ccco2)n1,-3%,9%,2%,5,?,2%,-9%,-3%,-1%,-11%,-6%
COc1ccc(NC(=S)Nc2ccc(S(N)(=O)=O)cc2)c(OC)c1,-3%,-39%,-8%,-1,-3%,-3%,5%,2%,5%,-6%,-1%
COc1ccccc1Oc1cc(C#N)c(C#N)cc1-n1nnc2ccccc21,-6%,-8%,-26%,-2,?,1%,-4%,1%,0%,4%,-11%
Cc1nc(NC(=O)c2ccc(-c3cc4ccccc4oc3=O)cc2)ccc1Br,-3%,-1%[46.1 µM],29%,-3,?,-3%,-2%,1%,26%,1%,-10%
CCn1c(S(=O)(=O)O)nc2ccccc21,2%,-3%,5%,4,17%,1%,?,-4%,2%,-1%,-2%
O=C(Cn1cncn1)N/N=C/c1c2ccccc2cc2ccccc12,-12%,4%,-19%,-8,0%,2%,-1%,0%,52%,0%,?
CC1CCCCC12NC(=O)N(CC(=O)Nc1ccc3c(c1)OCCCO3)C2=O (stereo not given),-8%,-5%,-11%,-5,20%,1%,-12%,20%,4%,4%,-5%
